ABHD5 PLIN5 PPI: ABHD5-PLIN5 protein interaction inhibition; Split G. princeps luciferase complementation, luminescence, 4 h; inhibition, % at 4 µM; 360,000 compounds, 0.78% hits; AID 602281;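 active means inhibition above the mean inhibition across every tested compound plus 3 SD, cut at about 22% in these data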;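 further: 0% = DMSO only wells and the 100% control is not disclosed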
MC4R ag barr: agonists of human melanocortin 4 receptor (MC4R) beta-arrestin. P32245. U2OS MC4R beta-arrestin complementation, luminescence; percent of melanotan II response, DMSO zero. activation, % at 8.9 µM. 360,000 compounds, 0.98% hits. AID 540308;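 active means activation above a per-plate cutoff, the mean activation of sample wells on that plate plus 3 SD, cut at about 8% in these data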
Target sequence (P32245 whole entry, looked up): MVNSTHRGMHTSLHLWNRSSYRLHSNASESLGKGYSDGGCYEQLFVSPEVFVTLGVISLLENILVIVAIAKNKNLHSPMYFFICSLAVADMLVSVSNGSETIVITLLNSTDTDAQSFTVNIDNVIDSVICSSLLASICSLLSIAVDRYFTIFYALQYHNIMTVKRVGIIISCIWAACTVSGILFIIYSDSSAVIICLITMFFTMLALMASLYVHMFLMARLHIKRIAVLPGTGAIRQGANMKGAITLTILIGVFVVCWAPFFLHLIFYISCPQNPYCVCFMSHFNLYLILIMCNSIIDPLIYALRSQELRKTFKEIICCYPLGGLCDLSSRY
TLR9-MyD88 block: blocks human TLR9 binding to MyD88; CHO BLA complementation TLR9-MyD88, CCF4 FRET ratio; 340,000 compounds, 0.21% hits; inhibition, % at 4.98 µM; Q9NR96+Q99836;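 active means inhibition above the mean over all tested compounds plus 3 SD, cut at about 21% in these data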;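 further: 0% = DMSO only wells and 100% = clavulanate BLA inhibitor control wells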
NR5A2 inv ag: suppresses constitutive activity of human LRH-1. HEK293T StAR-luciferase reporter, LRH-1 transfected, 24 h. inhibition, % at 3.6 µM. 360,000 compounds, 0.13% hits. O00482;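 active means inhibition above the mean inhibition of all tested compounds plus 3 SD, cut at about 73% in these data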;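 further: 0% = DMSO wells and 100% = reporter-only cells lacking LRH-1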
Target sequence (O00482 whole entry, looked up): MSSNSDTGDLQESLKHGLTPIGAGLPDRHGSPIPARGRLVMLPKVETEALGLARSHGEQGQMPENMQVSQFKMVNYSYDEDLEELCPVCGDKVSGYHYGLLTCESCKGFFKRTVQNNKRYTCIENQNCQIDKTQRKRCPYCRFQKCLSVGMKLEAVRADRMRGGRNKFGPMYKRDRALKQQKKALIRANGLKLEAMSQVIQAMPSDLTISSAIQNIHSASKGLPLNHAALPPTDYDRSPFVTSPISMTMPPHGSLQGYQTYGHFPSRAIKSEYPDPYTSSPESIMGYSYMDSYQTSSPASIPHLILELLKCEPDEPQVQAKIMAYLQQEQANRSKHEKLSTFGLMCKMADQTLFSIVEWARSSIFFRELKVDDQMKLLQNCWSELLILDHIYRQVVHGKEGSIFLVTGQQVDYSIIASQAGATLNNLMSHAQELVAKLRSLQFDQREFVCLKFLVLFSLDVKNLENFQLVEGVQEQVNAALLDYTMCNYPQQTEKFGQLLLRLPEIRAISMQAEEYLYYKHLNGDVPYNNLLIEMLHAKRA
EBV LMP1 NFkB: inhibitors of Epstein-Barr LMP1-induced NF-kappaB reporter; AID 504558; inhibition, % at 12.5 µM; LMP1-induced NF-kappaB luciferase reporter cells, luminescence; 350,000 compounds, 0.69% hits; in the data active means inhibition above about 41%;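 further: 0% = neutral control wells and 100% = reference inhibitor control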
COUP-TFII inh: inhibitors of human COUP-TFII (NR2F2); 370,000 compounds, 0.7% hits; HEK293T NGFI-A luciferase reporter, luminescence; P24468; inhibition, % at 8.6 µM;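 active means inhibition above a per-plate cutoff, mean inhibition of test wells between control levels plus 3 SD, cut at about 38% in these data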;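 further: cells cotransfected with COUP-TFII expression vector driving the NGFI-A reporter; 0% = median of COUP-TF2 test wells and 100% = reporter-only cells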
NOD2-RIPK2 inh: blocks binding of human NOD2 to RIPK2 | CHO BLA complementation NOD2-RIPK2, CCF4 ratio | O43353 | 360,000 compounds, 0.38% hits | AID 624267 | inhibition, % at 4.98 µM; in the data active means inhibition above about 21%;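 further: 0% = vehicle only and 100% = reference blocker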
SRC1 inh: inhibitors of human steroid receptor coactivator 1 (SRC1); 360,000 compounds, 0.12% hits; AID 588354; inhibition, % at 3.6 µM; HEK293 GAL4-SRC1 luciferase reporter, luminescence; Q15788;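 active means inhibition above the campaign mean plus 3 SD, with each screening campaign given its own cutoff, cut at about 60% in these data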;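 further: 0% = DMSO treated cells and 100% = gossypol at 36 µM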
MC4R antag cAMP: antagonists of human melanocortin 4 receptor (MC4R). MC4R-expressing cells, MTII-stimulated cAMP, LANCE TR-FRET. inhibition, % at 6.5 µM. 360,000 compounds, 0.48% hits;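 active means inhibition above its plate's cutoff, the mean of tested wells on that plate plus 3 SD, cut at about 29% in these data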;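 further: 0% = Melanotan II alone and 100% = Melanotan II plus saturating MCL0020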
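Assay system: U2OS cells stably expressing human melanocortin 4 receptor (MC4R) / Dosing: 6.5 µM / Timing: compound 30 min, challenge 1 h, detection 1 h / Measured by: Eu-cAMP/anti-cAMP TR-FRET, emission 671 nm / Replicates: singlicate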
NCOA3 inh: inhibits human SRC3 coactivator | 360,000 compounds, 0.17% hits | HEK293 GAL4-SRC3 luciferase reporter, luminescence | inhibition, % at 3.6 µM;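 active means inhibition above a per-campaign cutoff, the mean of all compounds plus 3 SD, cut at about 60% in these data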;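 further: 0% = DMSO-treated cells and 100% = gossypol-treated cells at 36 µM; higher means less SRC3-driven luciferase light from the GAL4 reporter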
SRC2 inh: inhibits human steroid receptor coactivator 2; HEK293 GAL4-SRC2 luciferase reporter, luminescence; inhibition, % at 9 µM; 370,000 compounds, 0.17% hits; AID 651957;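 active means inhibition above the mean inhibition of all tested compounds plus 3 SD, set per campaign, cut at about 52% in these data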;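 further: 0% = DMSO treated cells and 100% = cells given Gossypol at 36 µM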
The depositor's hits bear a star; · = not tested or not shown. The list is partial. The share of hits here may be higher or lower than overall.

Sample of the layout, ten compounds:
SMILES	ABHD5 PLIN5 PPI	MC4R ag barr	TLR9-MyD88 block	NR5A2 inv ag	EBV LMP1 NFkB	COUP-TFII inh	NOD2-RIPK2 inh	SRC1 inh	MC4R antag cAMP	NCOA3 inh	SRC2 inh
O=S(=O)(Nc1ncccn1)c1ccc(NC(=S)NCCc2ccc(Cl)cc2)cc1	-4	-0.3	5	-13	5	5	13	-19	3	-6	6
CCCN1C(=O)/C(=c2\sc3nc(=O)c(Cc4ccc(C)cc4)nn3c2=O)c2ccccc21	-10	1.7	9	13	-10	3	-7	-7	-3	9	-16
Cc1ccc(S(=O)(=O)N2CCC[C@H]2C(=O)Oc2ccccc2)cc1	-2	-0.6	0	11	-6	-4	-12	-17	10	15	-16
O=C(Nc1cccc2c1CCCC2)c1cc(C2CCCCN2C(=O)CCCc2ccccc2)on1 (configuration not stated)	-1	0.1	·	6	·	-15	-19	6	3	1	-21
CCOCCCNC(=O)C(Cc1ccccc1)NC(=O)c1ccco1 (configuration not stated)	0	-0.4	-3	-13	-4	-9	6	-10	1	16	-18
Cc1cc(C(=O)N2CCc3ccccc32)n(-c2ccccc2)n1	-1	-1.1	-4	19	-7	-4	-10	5	-1	2	-15
CCOP(=O)(OCC)c1nc(-c2ccc(Cl)cc2Cl)oc1N1CCOCC1	0	-3.4	5	-4	-5	-1	6	-1	6	15	-7
CC(=O)C1=C(C)NC(=O)NC1c1cc(Br)ccc1OCC(N)=O (configuration not stated)	3	0.3	-2	-21	5	10	0	-28	5	-8	-26
O=C(NCCCN1CCOCC1)c1cccs1	3	0.1	-1	1	3	-5	-3	-12	4	1	-3
O=c1c2cc(-c3ccccc3)sc2ncn1-n1cccc1	-4	3.5	1	-68	-38	-28	-3	-76	4	-50	-15

The list itself, previewed entries included:
SMILES	ABHD5 PLIN5 PPI	MC4R ag barr	TLR9-MyD88 block	NR5A2 inv ag	EBV LMP1 NFkB	COUP-TFII inh	NOD2-RIPK2 inh	SRC1 inh	MC4R antag cAMP	NCOA3 inh	SRC2 inh
O=S(=O)(Nc1ncccn1)c1ccc(NC(=S)NCCc2ccc(Cl)cc2)cc1	-4	-0.3	5	-13	5	5	13	-19	3	-6	6
CCCN1C(=O)/C(=c2\sc3nc(=O)c(Cc4ccc(C)cc4)nn3c2=O)c2ccccc21	-10	1.7	9	13	-10	3	-7	-7	-3	9	-16
Cc1ccc(S(=O)(=O)N2CCC[C@H]2C(=O)Oc2ccccc2)cc1	-2	-0.6	0	11	-6	-4	-12	-17	10	15	-16
O=C(Nc1cccc2c1CCCC2)c1cc(C2CCCCN2C(=O)CCCc2ccccc2)on1 (configuration not stated)	-1	0.1	·	6	·	-15	-19	6	3	1	-21
CCOCCCNC(=O)C(Cc1ccccc1)NC(=O)c1ccco1 (configuration not stated)	0	-0.4	-3	-13	-4	-9	6	-10	1	16	-18
Cc1cc(C(=O)N2CCc3ccccc32)n(-c2ccccc2)n1	-1	-1.1	-4	19	-7	-4	-10	5	-1	2	-15
CCOP(=O)(OCC)c1nc(-c2ccc(Cl)cc2Cl)oc1N1CCOCC1	0	-3.4	5	-4	-5	-1	6	-1	6	15	-7
CC(=O)C1=C(C)NC(=O)NC1c1cc(Br)ccc1OCC(N)=O (configuration not stated)	3	0.3	-2	-21	5	10	0	-28	5	-8	-26
O=C(NCCCN1CCOCC1)c1cccs1	3	0.1	-1	1	3	-5	-3	-12	4	1	-3
O=c1c2cc(-c3ccccc3)sc2ncn1-n1cccc1	-4	3.5	1	-68	-38	-28	-3	-76	4	-50	-15
CCc1ccc(CN(C)C(C)C(=O)NCc2ccccc2)cc1 (configuration not stated)	-4	0.2	-4	3	1	-9	5	0	8	-10	-6
CN(Cc1cn[nH]c1-c1ccc2c(c1)OCO2)C1CCOCC1	-1	-1.9	-6	15	-1	12	-2	3	10	8	-7
Cc1ccc(C2(C)CC(C)(C)N(C(=O)CSc3nnc(C)s3)c3ccccc32)cc1 (configuration not stated)	-2	2.1	-10	20	7	17	-5	9	1	21	-4
COc1ccc(C(=O)Nc2nc3ccccc3s2)c(OC)c1	0	-0.2	-5	93*	85*	99*	-5	89*	-3	91*	93*
CC1(C)CCC[C@@]2(C)CC=C(C(=O)O)[C@@H]3C[C@]312	1	0.7	-47	5	3	17	-8	-9	8	29	1
O=C(CSc1nnc2ccccn12)c1ccc(Cl)cc1	2	-2.6	-14	-16	-15	-9	2	-28	10	-18	-28
COC(=O)C[C@@H]1C=C[C@@H](NC(=O)NC2CCCC2)[C@@H](CO)O1	12	·	·	0	·	12	-3	·	·	·	9
Cc1nc2ncnn2c(C)c1CCC(=O)NCCC1=CCCCC1	1	-0.2	5	-6	7	11	-1	3	2	-5	-5
COc1cc(C(=O)Nc2ccc(S(=O)(=O)Nc3onc(C)c3C)cc2)cc(OC)c1OC	-3	-0.7	-13	-8	-5	12	-8	-16	10	-12	-54
COc1ccc(N2CCN(C(=O)Oc3ccc([N+](=O)[O-])cc3)CC2)cc1	2	·	·	11	·	12	0	·	·	·	14
CCOc1ccccc1N1CCN(Cc2ccc(OC)c(OC)c2OC)CC1	-4	-0.6	1	-17	5	15	-5	-4	4	22	11
O=C(N1CCN(c2cccc(Cl)c2)CC1)C1(c2cccs2)CCOCC1	-1	1.4	0	-4	-6	2	-1	8	1	13	-4
O=C1CCC2CCCCC2(O)O1 (configuration not stated)	-1	-0.9	-8	10	-4	-6	-11	-6	1	0	-2
CCCC(=O)Nc1c(O)c2ccccc2[nH]c1=O	-9	1.8	3	-2	-6	-1	-3	-8	12	-9	3
Cc1ccc(OCC(=O)Nc2nnc(S(=O)(=O)N3CCCCC3)s2)cc1	0	-2.3	-3	-6	-5	3	-3	-7	4	5	-8
CC(=O)c1ccc(-c2nc3ccccc3n2C)o1	0	-2.7	-3	-74	-4	-35	-6	-56	-6	-29	-50
O=[N+]([O-])c1cc([N+](=O)[O-])c(Oc2c(F)cccc2F)cc1NN1CCCCC1	6	-2.1	11	-4	-7	4	-3	-16	7	-17	-5
CCc1ccc(C(=O)CC2(O)C(=O)N(CN3CCOCC3)c3ccccc32)cc1 (configuration not stated)	-4	-0.2	-9	-15	-1	-32	7	-21	8	15	-8
CC(C)n1nnnc1SCC(=O)Nc1ccc2c(c1)OCO2	-2	-0.8	-2	-14	-18	-7	2	-23	7	-22	-7
Cc1cc(S(=O)(=O)NCCc2ccncc2)cc(C)c1F	6	-0.5	4	2	10	7	1	14	4	0	-13
O=C(NCc1ccccn1)Nc1ccccc1Cl	-8	-1.6	-5	12	-8	-23	-6	-33	2	-8	-11
CCOP(=O)(OCC)c1cccc(P(=O)(c2ccccc2)c2ccccc2)c1O	-3	-0.7	-4	-1	11	9	-6	-1	4	-3	-13
COc1ccc(NC(=O)c2oc3ccccc3c2CSC)cc1S(=O)(=O)N1CCOCC1	2	-0.5	-8	15	-11	3	-11	3	1	-5	-38
CCOC(=O)C1(C)NC(c2ccc(OC)cc2OC)C2C(=O)N(CC)C(=O)C21 (configuration not stated)	-2	-4.1	-2	11	2	0	-6	0	-2	3	-2
CCOC(=O)CNC(=O)CSc1nc2c(C)cccc2cc1CC	-4	2.5	·	-11	2	7	-11	-1	34*	14	10
CC(C)c1ccc2nc(NC(=O)C3CC3)sc2c1	0	3.0	12	-89	-33	-33	-3	-81	-1	-112	-22
COc1ccc(Nc2ncnc3ccc(Br)cc23)cc1OC	3	0.7	-7	10	14	·	-6	61*	4	47	·
COc1cc2nc(C3CCC3)n(N)c(=O)c2cc1OC	-7	1.8	-3	19	10	-6	-3	8	18	5	2
O=C(C1CCCN(c2nnc(-n3cccc3)s2)C1)N1CCN(c2ccccc2)CC1 (configuration not stated)	2	1.1	-4	-13	10	10	7	5	7	-11	-12
CC(C)c1ccc(NC(=O)CC2Oc3ccccc3NC2=O)cc1 (configuration not stated)	-2	-2.0	-1	3	6	10	0	-12	1	-11	15
COc1ccc(Br)cc1CNC(=O)Cc1cccs1	-8	-0.1	0	-24	6	-4	7	-1	16	-30	5
COc1ccccc1CCNC(=O)C(=O)NCC1OCCN1S(=O)(=O)c1ccc(C)cc1 (configuration not stated)	0	-1.1	-4	10	-8	-1	-9	-3	3	6	-11
CCOC(=O)COc1ccc2c(=O)c(-c3ccc(OC)c(OC)c3)c(C(=O)OCC)oc2c1	5	-2.1	-2	4	8	4	-8	9	25	5	-43
CCNC(=O)CN1C(=O)NC(Cc2ccccc2)(Cc2ccccc2)C1=O	-1	-0.1	3	-2	-1	4	-2	9	0	9	-16
O=C1CC[C@@H](O)CCN1CC[C@H](Sc1ccccc1)c1ccccc1	-1	-1.9	-5	-2	-1	-3	-3	-7	-4	-2	-14

NCOA3 inh, hit marks shown above
SMILES	ABHD5 PLIN5 PPI	MC4R ag barr	TLR9-MyD88 block	NR5A2 inv ag	EBV LMP1 NFkB	COUP-TFII inh	NOD2-RIPK2 inh	SRC1 inh	MC4R antag cAMP	NCOA3 inh	SRC2 inh
COc1ccc(C(=O)Nc2nc3ccccc3s2)c(OC)c1	0	-0.2	-5	93*	85*	99*	-5	89*	-3	91*	93*

Going on with the list:
SMILES	ABHD5 PLIN5 PPI	MC4R ag barr	TLR9-MyD88 block	NR5A2 inv ag	EBV LMP1 NFkB	COUP-TFII inh	NOD2-RIPK2 inh	SRC1 inh	MC4R antag cAMP	NCOA3 inh	SRC2 inh
CC(C)(C)C(=O)NC(=S)NNC(=O)C(c1ccccc1)c1ccccc1	0	-6.3	5	-1	14	·	9	-16	-1	-36	·
Cc1ccc(C(C(=O)NC2CCCC2)N(Cc2ccc3c(c2)OCO3)C(=O)Cc2cccs2)cc1 (configuration not stated)	-3	0.9	-16	-22	2	1	-11	1	7	7	16
COc1cc(C#CC#CCN2CCCCC2)ccc1O	1	0.3	-1	-35	-7	13	1	-21	7	-14	-40
CC(=O)c1c(C(C)=O)c(C)n(-c2cccc([N+](=O)[O-])c2)c1C	6	1.3	-10	17	-1	-3	-5	-4	-2	17	-4
COc1ccc(N2C[C@H](Cc3ccccc3)[C@@H](CC(=O)Nc3ccccc3)C2=O)cc1	-1	1.6	3	-21	11	18	2	0	7	17	9
Cc1ccc(CC(NC(=O)c2ccc(C)cc2)C(=O)O)cc1 (configuration not stated)	13	-0.5	-13	13	3	-1	-2	5	-1	0	16
Cc1cccc(CNC(=O)C2CCC(=O)N(C3CC3)C2)c1 (configuration not stated)	-2	-3.3	2	-10	3	10	6	-20	2	-26	-1
COc1cccc(C(=O)NN2C(=O)C3C4C=CC(O4)C3C2=O)c1 (configuration not stated)	5	-0.7	1	8	-1	2	0	8	1	10	17
